ERa SRC1 inh – ER-alpha (human) coactivator binding inhibition; P03372; TR-FRET ER-alpha LBD / SRC-1 peptide, estradiol-bound; inhibition, % at 25.6 µM; hit rate 1.7% among 86,000; AID 629; in the data active means inhibition above about 50%;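 further: 0% = receptor plus peptide control and 100% = peptide only without receptor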
ERa SRC1 pot – enhances coactivator binding to human estrogen receptor alpha; P03372; TR-FRET ERalpha-LBD/SRC-Cy5 coactivator binding, 2 h; 100 = basal binding, no effect; coactivator binding (% of control), % at 25.6 µM; hit rate 1.3% among 86,000; AID 639; in the data active means activity above about 200%;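 further: binding measured in presence of low estradiol as agonist stimulus; 0% = peptide alone without receptor and 100% = receptor with peptide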
ERb coact inh – ER-beta (human) coactivator binding inhibition | AID 633 | hit rate 1.3% among 86,000 | TR-FRET ER-beta LBD / SRC1-Cy5 peptide binding; receptor agonist-loaded with 1 µM estradiol | inhibition, % at 25.6 µM;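 active means compounds whose percent inhibition of the receptor-coactivator binding signal exceeds about 50% in the single-dose screen, limit read from the data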;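 further: 0% = receptor plus peptide wells without compound and 100% = peptide-only wells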
Target sequence (Q92731 whole entry, looked up, the tested form may be a part): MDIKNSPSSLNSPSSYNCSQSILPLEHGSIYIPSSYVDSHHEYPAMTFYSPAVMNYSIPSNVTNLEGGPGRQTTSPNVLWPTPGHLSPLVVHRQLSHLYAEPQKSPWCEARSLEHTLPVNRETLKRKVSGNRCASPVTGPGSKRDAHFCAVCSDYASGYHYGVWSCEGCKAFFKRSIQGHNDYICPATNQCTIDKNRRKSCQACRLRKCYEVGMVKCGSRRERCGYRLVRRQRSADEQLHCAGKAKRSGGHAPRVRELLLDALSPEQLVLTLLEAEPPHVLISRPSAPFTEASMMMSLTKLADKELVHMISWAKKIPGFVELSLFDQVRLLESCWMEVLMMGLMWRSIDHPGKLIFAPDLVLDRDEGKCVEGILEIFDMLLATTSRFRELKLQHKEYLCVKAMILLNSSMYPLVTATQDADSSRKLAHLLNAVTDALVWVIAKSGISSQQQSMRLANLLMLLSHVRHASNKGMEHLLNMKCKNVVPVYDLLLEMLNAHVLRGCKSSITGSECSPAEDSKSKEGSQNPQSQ
PLK1 PBD inh – inhibitors of human Plk1 polo box domain binding. Plk1 PBD phosphopeptide binding, fluorescence polarization. hit rate 0.13% among 97,000. AID 693. inhibition, %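 (tested at about 20 µM)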. P53350; in the data active means inhibition above about 34%, passing the limit was not always enough
Rev-RRE block – HIV Rev-RRE protein-RNA interaction inhibition; P05866; Rev peptide-RRE RNA binding, FRET; inhibition, % at 8 µM; hit rate 0.79% among 97,000;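 active means inhibition above the screen-wide mean plus 3 SD, cut at about 35% in these data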;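 further: 0% = median DMSO wells and 100% = median Neomycin B control wells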
Target sequence (P05866 whole entry, looked up): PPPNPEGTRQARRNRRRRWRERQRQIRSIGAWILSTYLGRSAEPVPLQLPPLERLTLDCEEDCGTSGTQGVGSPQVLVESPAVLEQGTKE
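Assay system: labelled RRE RNA duplex and labelled Rev peptide / Medium: HEPES pH 7.5 salt buffer with EDTA / Reagent: labelled Rev peptide / Schedule: 5 + 15 min at 25 °C / Signal: FRET, excitation 480 nm, emission 540 nm donor and 671 nm acceptor / Benchmarks: DMSO and neomycin B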
FAK blocker – inhibitors of human focal adhesion kinase | Q05397 | biochemical FAK kinase activity assay | inhibition, %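 (tested at 7 µM)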 | hit rate 0.84% among 97,000; in the data active means inhibition above about 19%;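 further: 0% = DMSO and 100% = reference compound high control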
PLK1 inh – PLK1 (human) kinase inhibition; P53350; recombinant PLK1 kinase, TR-FRET peptide phosphorylation; inhibition, % at 10 µM; hit rate 0.53% among 97,000;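 active means inhibition of 50% or more in the single-concentration screen; inactive means inhibition below 50%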;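 further: 0% = DMSO max control and 100% = H-89 dihydrochloride min control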
CD11b adhes enh – enhancers of human CD11b/CD18 binding to fibrinogen | P05107+P11215 | K562 CD11b/CD18 adhesion to fibrinogen, ATPlite luminescence | activation, % at 10 µM | hit rate 0.07% among 93,000 | AID 1499;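 active means 10 µM primary screen giving 50% or more activity, confirmed by 40% or more on retest at that dose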; further: strong numbers were not always called active
CD11b adhes inh – blocks human CD11b/CD18 adhesion to fibrinogen. P05107+P11215. K562 CD11b/CD18 adhesion to fibrinogen, ATPlite luminescence; Mn2+ added to activate the integrin. inhibition, % at 10 µM. hit rate 0.54% among 93,000. AID 1497;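 active means primary inhibition of 50% or more at 10 µM, then 40% or more on retest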; further: some results filed as inactive read as strong as hits
Numbers without * were called inactive; nt = no result given; [ ] = dose if it differs, or a comment.

SMILES	ERa SRC1 inh	ERa SRC1 pot	ERb coact inh	PLK1 PBD inh	Rev-RRE block	FAK blocker	PLK1 inh	CD11b adhes enh	CD11b adhes inh
Cc1ccc(C)n1-n1cnc2sc3c(c2c1=O)CCC3	2	81[fluorescence artefact?]	4	13	1	-2	-9	0	-12
Cc1cc(C(=O)COC(=O)CN(C)S(=O)(=O)c2ccc(Cl)cc2)c(C)n1Cc1cccs1	5[fluorescence artefact?]	124	1[fluorescence artefact?]	10	0	-6	-2	-2	9
Cc1ccc(-n2c3c(c(=O)[nH]c2=S)C(C(F)(F)F)(C(F)(F)F)NC(=O)N3)cc1	-6	107	-13	-15	4	-1	-2	-1	-24
O=C(Cc1cccs1)Nc1ccc(Cl)cc1	-1	83[fluorescence artefact?]	-5	8	5	9	-11	3	0
O=C(NCCN1CCN(c2ccccc2F)CC1)C1c2ccccc2C(=O)N2CCc3ccccc3C12 (stereo not drawn)	-2[fluorescence artefact?]	96[fluorescence artefact?]	2[fluorescence artefact?]	-22	5	5	-25	-8	2
Cc1ccc(Nc2nc(N)nc(CSc3nncn3C)n2)cc1	23	95	18	20	5	0	-7	nt	nt
CN(C)c1ccnc2sc(C(N)=O)c(N)c12	-3	96	1	-10	7	17	-5	-2	-19
O=C(Nc1nnc(C2CC2)s1)c1cccc(S(=O)(=O)N2CC(c3ccccc3)CC2=O)c1 (stereo not drawn)	2	110	-4	2	3	0	-16	-4	-18
CC(C)CCNc1ncnc2c1nnn2Cc1ccccc1Cl	-6	81	5	nt	nt	nt	nt	0	-3
O=C(Cc1cccs1)NCc1cccnc1	13	73	11	-20	5	-3	-6	-3	-10
Nc1nc2c(c3c1c(=O)oc1ccccc13)CCCCC2	0[fluorescence artefact?]	102[fluorescence artefact?]	-2[fluorescence artefact?]	5	8	2	-13	14	10
N#CCCN/N=C(/Cc1nc2ccccc2[nH]1)c1ccc(Cl)cc1	nt	nt	nt	-3	11	2	-9	14	-19
CCOc1ncccc1C(=O)OCC(=O)c1ccc(Cl)s1	-8	96	-7	-45	9	-1	-2	-4	12
CCCOC(=O)Nc1nnc(CCC)s1	-2	93[fluorescence artefact?]	8	-13	9	0	-10	-2	14
Cc1ccc(-c2csc(NC(=O)c3ccc(-c4ccccc4)cc3)n2)o1	8[fluorescence artefact?]	109[fluorescence artefact?]	0[fluorescence artefact?]	32	4	4	-35	-8	98
COc1cccc(-n2c(SCC(=O)Nc3cc(C)on3)nc3c([nH]c4ccccc43)c2=O)c1	21[fluorescence artefact?]	110[fluorescence artefact?]	10	17	-6	1	9	-4	-1
CC(=O)c1c(C)nc2ccc(Cl)cn12	7	110	-7	15	9	-1	-2	-3	0
CCOC(=O)C(=CNc1cc(C)ccc1C)C(=O)OCC	nt	nt	nt	7	6	0	-14	-3	-4
CCn1c(COc2cccc(OC)c2)nnc1SCC(=O)N1CCOCC1	-1	110	3	15	4	2	0	0	-9
CSc1nc(N)nc(SCC(=O)c2ccccc2)c1C#N	16	100[fluorescence artefact?]	8	-15	9	0	-2	1	5
CC(C)NC(=O)c1cc2c(s1)CCCC2	-4	98	-5	14	5	-8	-1	nt	nt
Clc1ccc(-c2nc3cnccn3c2NC2CCCC2)cc1	7	113	8	4	11	0	11	5	-6
CCC(CO)NCc1ccc2c(c1)n(C)c(=O)n2C (stereo not drawn)	5	101	15[fluorescence artefact?]	nt	nt	nt	nt	-6	-3
CC(C)CCn1c(CN2CCN(Cc3ccccc3)CC2)nc2c1c(=O)[nH]c(=O)n2C	31	111[fluorescence artefact?]	-6[fluorescence artefact?]	11	-6	0	-18	-1	-1
O=C(NCc1ccc2c(c1)OCO2)c1ccc(N2C(=O)C3CCCCC3C2=O)cc1 (stereo not drawn)	-1	86	-4	6	-6	0	-3	-2	-2

Sorted by value in ERa SRC1 pot (smallest number first): 5 from the list above.
SMILES,ERa SRC1 inh,ERa SRC1 pot,ERb coact inh,PLK1 PBD inh,Rev-RRE block,FAK blocker,PLK1 inh,CD11b adhes enh,CD11b adhes inh
O=C(Cc1cccs1)NCc1cccnc1,13,73,11,-20,5,-3,-6,-3,-10
Cc1ccc(Nc2nc(N)nc(CSc3nncn3C)n2)cc1,23,95,18,20,5,0,-7,nt,nt
CN(C)c1ccnc2sc(C(N)=O)c(N)c12,-3,96,1,-10,7,17,-5,-2,-19
CCC(CO)NCc1ccc2c(c1)n(C)c(=O)n2C (stereo not drawn),5,101,15[fluorescence artefact?],nt,nt,nt,nt,-6,-3
Cc1ccc(-n2c3c(c(=O)[nH]c2=S)C(C(F)(F)F)(C(F)(F)F)NC(=O)N3)cc1,-6,107,-13,-15,4,-1,-2,-1,-24

Following part.
SMILES	ERa SRC1 inh	ERa SRC1 pot	ERb coact inh	PLK1 PBD inh	Rev-RRE block	FAK blocker	PLK1 inh	CD11b adhes enh	CD11b adhes inh
COc1ccc(C(=O)N2CCN(c3c(C)cccc3C)CC2)cc1OC	-2	93	-13	-3	5	-2	-14	6	-8
CC1=C(C(=O)Nc2cc(C)ccc2C)C(c2cccs2)NC(=S)N1 (stereo not drawn)	nt	nt	nt	-2	3	5	-6	nt	nt
CC(=O)Nc1ccc(S(=O)(=O)Nc2nnc(C3CCCCC3)s2)cc1	-3	96	9[fluorescence artefact?]	nt	nt	nt	nt	-4	-6
CCn1c(=N)n(CC(=O)OC)c2ccccc21	-3	112	-4	2	1	1	3	-1	-2
Cc1ccc(S(=O)(=O)/C(C#N)=C/c2c(N3CCOCC3)nc3ccccn3c2=O)cc1	5	92	24	-24	14	-10	-4	-1	-18
FC(F)(F)C1=CC(c2ccccc2)=NCCN1	-7	111	1	-23	7	5	-15	-4	-12
Cc1ccccc1NC(=O)Cc1nnc(SCC(=O)c2ccc(Br)cc2)n1C	1	103	-2	-11	-1	0	-8	-1	-26
O=C(Nc1ccc2c(c1)OCCO2)c1cncc(Br)c1	-1	114	-7	15	2	3	-5	3	-1
CSCCC1NC(=O)N(CC(=O)Nc2cccc3ccccc23)C1=O (stereo not drawn)	nt	nt	nt	6	5	-1	-13	-1	2
COC(=O)C1=C(C)NC(C)=C(C(=O)OC)C1c1ccccc1OCc1c(C)no[n+]1[O-]	6	103	7[fluorescence artefact?]	0	-3	2	-9	5	1
O=C(Nc1ccc2c(c1)OCO2)c1ccc(Br)s1	10[fluorescence artefact?]	94[fluorescence artefact?]	9	32	1	2	-9	-3	-9
COC(=O)CNC(=O)C1CCCN1C(=O)CNC(=O)OC(C)(C)C (stereo not drawn)	1	120	4	-9	5	0	11	-6	-32
COc1ccccc1CNC(=O)C1CC(c2cccc([N+](=O)[O-])c2)=NO1 (stereo not drawn)	nt	nt	nt	12	3	-7	-5	2	0
CCOC(=O)c1cc(-c2cccs2)nn1CCC#N	-4	97	-7	27	-1	0	-4	0	-13
CCCCCC(=O)NC(=S)Nc1ccccc1C(=O)OC	nt	nt	nt	-6	0	1	-6	-5	6
N#Cc1ccccc1/C=N/Nc1nc(-c2ccccc2)c2cc(Cl)ccc2n1	nt	nt	nt	-4	7	50*	-11	10	-14
O=C(c1ccc(Cn2cc([N+](=O)[O-])cn2)o1)N1N=C(C(F)F)CC1(O)C(F)F (stereo not drawn)	nt	nt	nt	2	8	1	-8	-5	-6
COc1cccc(Cn2nnc(C(=O)Nc3ccc(C)cc3)c2N)c1	-2	246*[fluorescence artefact?]	-1	-11	7	10	-24	0	-12
COC(=O)C1=C(C)Nc2nnnn2C1c1cc(OC)ccc1OC (stereo not drawn)	-9	115[fluorescence artefact?]	0	5	7	4	-9	0	2
Cc1ccc(-c2nc3ccccc3s2)cc1S(=O)(=O)N1CCOCC1	3	88	5	-5	-4	1	0	-3	-37
CCN(C(=O)c1cnc(N2CCN(c3ncccn3)CC2)c2ccccc12)c1cccc(Cl)c1	8	75	6	-18	0	0	-16	nt	nt
COCCn1nnnc1C(c1ccc(OC)cc1OC)N1CCN(c2ccccc2)CC1 (stereo not drawn)	-23[fluorescence artefact?]	118[fluorescence artefact?]	-4	8	6	-2	-13	-1	-6
COc1ccc(NC(=O)C2CCCO2)cc1OC (stereo not drawn)	1[fluorescence artefact?]	107	0[fluorescence artefact?]	6	8	2	-2	-4	-4
O=C(c1cnc(-c2ccccc2)s1)c1ccc(Cl)cc1Cl	nt	nt	nt	-21	11	1	-11	nt	nt
CCN(CC)CCN1C(=O)C(=O)/C(=C(/O)c2ccc(OCC(C)C)cc2)C1c1ccncc1 (stereo not drawn)	-4	75	8	nt	nt	nt	nt	-5	-19
(further entries)
SMILES	ERa SRC1 inh	ERa SRC1 pot	ERb coact inh	PLK1 PBD inh	Rev-RRE block	FAK blocker	PLK1 inh	CD11b adhes enh	CD11b adhes inh
CCCOc1ccc(C2C(=O)N(C3CCCCC3)CC(=O)N2C2CC2)cc1OC (stereo not drawn)	-7[fluorescence artefact?]	87[fluorescence artefact?]	1	9	1	-2	-9	nt	nt
Cc1ccc(S(=O)(=O)N2CCCC(C(=O)N3CCCc4ccccc43)C2)cc1 (stereo not drawn)	nt	nt	nt	-14	1	-3	-4	-2	-1
O=C(CCn1nc(-c2ccccc2)ccc1=O)NCCCN1CCCCCC1	30	129[fluorescence artefact?]	13[fluorescence artefact?]	8	-2	4	-1	2	8
CC(C)N(C(=O)CSc1nnc(NC(=O)c2cccs2)s1)C(C)C	-6	98	0	-1	9	2	-7	nt	nt
O=C(Nc1ccc(Cl)c(Cl)c1)N1CC=CCC1	1	104	0[fluorescence artefact?]	nt	nt	nt	nt	-4	4
COc1ccccc1C(c1nnnn1Cc1ccccc1)N1CCN(C2CCCC2)CC1 (stereo not drawn)	-11	109[fluorescence artefact?]	-6[fluorescence artefact?]	-7	-2	-1	-9	nt	nt
O=C1c2ccccc2C(=O)N1c1cccnc1	-4	103	38	2	9	-2	-6	0	-12
CCCOc1ccc(OCCCCNC(C)CC)cc1 (stereo not drawn)	5	100	-18	-8	-2	-2	0	-4	-9
CN(C)CCNC(=O)c1ccc2c(c1)N(Cc1ccc(F)cc1)CCS2	-2	92	-5	-19	1	-4	-9	1	-7
CCCCNc1cc(C)nc(N2CCOCC2)n1	-3	105	-2	15	8	-1	-7	2	-13
N#Cc1nc(Cc2ccccc2)oc1NCCN1CCOCC1	5	132	2	42	-6	-3	-12	7	-18
COCCCNC(=O)COc1ccc(-c2nccc(-c3ccccn3)n2)cc1	nt	nt	nt	10	-1	-5	7	-2	-4
Cc1ccc2c(c1)/C(=N/O)CCS2	-2	122	1	5	4	4	-3	-5	-9
CCC(=O)N1c2ccc(S(=O)(=O)CCC(=O)N3CCn4c3nc3ccccc34)cc2CC1C (stereo not drawn)	9	113	-1[fluorescence artefact?]	-9	11	3	27	nt	nt
O=C(Cc1ccccc1)N1CCC(C(=O)N2CCN(c3ccc(F)cc3)CC2)CC1	nt	nt	nt	7	1	1	-14	-5	-5
Cc1noc(C)c1CSc1nc2ccccc2c(=O)n1-c1ccc(F)cc1F	-1	100	5	-10	16	2	-10	4	-12
CCCCCn1cnc2sc(-c3ccccc3)cc2c1=O	4[fluorescence artefact?]	120	1[fluorescence artefact?]	30	3	-5	-2	nt	nt
CCn1c(C)nc2cc(-c3nnc(-c4c(-c5ccccc5)noc4C)o3)ccc21	-18[fluorescence artefact?]	373*[fluorescence artefact?]	-3[fluorescence artefact?]	-8	5	4	-2	-5	0
Cc1nn(Cc2ccccc2Cl)c(C)c1NC(=O)/C=C/c1cnn(C)c1	nt	nt	nt	-6	-1	-1	-9	-3	-18
c1ccc(-n2cnc3cc(NCc4cccs4)ccc32)cc1	-1	89	-5	-8	3	23*	-2	nt	nt
Cc1ccc(C)c(NC(=O)CS(=O)(=O)c2c[nH]c3ccccc23)c1	-4	109	6	-34	6	-1	-2	-4	10

Screening data from PubChem.
